RGS7-Gao reg: RGS7-Galphao binding modulators, primary screen, biochemical, multiplexed bead flow cytometry | Guanine nucleotide-binding protein G(o) subunit alpha (Homo sapiens), P09471 | actives lie on both sides | binding response (% of control), % at 10 µM | 0.35% of 220,000 active | AID 1439, 2008; in the data active means binding response below about 49% or above about 150%; inconclusive means no clear call, values can overlap the other calls; inactive means in between;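 further: fluorescent Galphao held in activated GDP-AlF4 state binding bead-coupled RGS7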
Target sequence (P09471 whole entry, looked up): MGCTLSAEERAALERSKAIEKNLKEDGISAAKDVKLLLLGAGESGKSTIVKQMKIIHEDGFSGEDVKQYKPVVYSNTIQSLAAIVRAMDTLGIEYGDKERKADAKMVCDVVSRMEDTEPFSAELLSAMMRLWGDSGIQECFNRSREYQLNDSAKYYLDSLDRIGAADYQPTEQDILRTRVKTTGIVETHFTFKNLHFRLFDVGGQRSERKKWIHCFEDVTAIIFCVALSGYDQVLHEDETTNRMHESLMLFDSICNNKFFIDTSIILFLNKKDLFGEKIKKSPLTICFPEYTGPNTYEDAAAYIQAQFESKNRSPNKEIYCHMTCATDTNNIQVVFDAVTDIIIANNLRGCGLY
RGS8-Gao reg: RGS8-Galphao binding modulators, primary screen, biochemical, multiplexed bead flow cytometry; 0.34% of 220,000 active; Guanine nucleotide-binding protein G(o) subunit alpha (Homo sapiens), P09471; response (percent of control binding), % at 10 µM; actives lie on both sides; in the data active means response below about 60% or above about 140%; inactive means in between;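 further: Galphao activated as the GDP aluminium fluoride complex binding bead-coupled RGS8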
Bim-Mcl-1: inhibitors of Bim peptide binding to Mcl-1, primary screen, biochemical, bead-based flow cytometry, multiplex | inhibition, % at 10 µM | AID 1009, 2008 | Bim peptide-Mcl-1 binding | Induced myeloid leukemia cell differentiation protein Mcl-1 (Homo sapiens), Q07820 | 0.1% of 190,000 active;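 further: 0% = no compound tracer wells and 100% = peptide blocker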
Target sequence (Q07820 whole entry, looked up): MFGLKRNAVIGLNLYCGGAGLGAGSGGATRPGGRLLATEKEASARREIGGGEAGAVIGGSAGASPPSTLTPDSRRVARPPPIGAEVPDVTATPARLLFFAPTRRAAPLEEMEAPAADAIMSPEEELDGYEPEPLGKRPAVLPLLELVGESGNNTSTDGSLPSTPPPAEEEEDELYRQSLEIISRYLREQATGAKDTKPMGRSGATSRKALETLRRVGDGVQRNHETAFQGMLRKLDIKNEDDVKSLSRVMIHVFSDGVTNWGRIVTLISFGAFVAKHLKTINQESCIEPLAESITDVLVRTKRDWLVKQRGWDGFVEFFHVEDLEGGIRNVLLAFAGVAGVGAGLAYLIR
Bim-Bcl-XL: inhibitors of Bim-Bcl-XL binding, primary screen, biochemical, multiplexed, bead flow cytometry, human Bcl-XL | Bim peptide-Bcl-XL binding, fluorescence | inhibition, % at 10 µM | 0.04% of 190,000 active
Target sequence (Q07817 whole entry, looked up): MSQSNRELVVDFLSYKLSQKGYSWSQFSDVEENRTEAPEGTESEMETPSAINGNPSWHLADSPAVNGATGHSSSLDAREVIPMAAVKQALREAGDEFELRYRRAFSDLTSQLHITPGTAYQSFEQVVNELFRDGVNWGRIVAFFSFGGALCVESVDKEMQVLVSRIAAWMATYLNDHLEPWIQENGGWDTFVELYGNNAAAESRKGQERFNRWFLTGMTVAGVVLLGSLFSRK
Bim-Bcl-B: inhibitors of Bim-Bcl-B binding, primary screen, biochemical, multiplexed, human Bcl-2 family; Bcl-2-like protein 10 (Homo sapiens), Q9HD36; bead-based flow cytometry, Bim peptide-Bcl-B binding; inhibition, % at 10 µM; 0.073% of 190,000 active; AID 951, 2007;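 further: 0% = tracer peptide without compound and 100% = reference inhibitor peptide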
RGS4-Gao reg: modulators of RGS4 binding to Galphao, primary screen, biochemical, multiplexed bead flow cytometry; 0.33% of 220,000 active; Guanine nucleotide-binding protein G(o) subunit alpha (Homo sapiens), P09471; binding response (% of control), % at 10 µM; actives lie on both sides; in the data active means binding response below about 49% or above about 150%; inactive means in between;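 further: fluorescent Galphao activated with aluminum fluoride binding bead-coupled RGS4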
Bim-Bfl-1: inhibitors of Bim binding to Bfl-1, primary screen, biochemical, multiplexed, bead-based flow cytometry. Bim-Bfl-1 binding inhibition. inhibition, % at 10 µM. 0.12% of 190,000 active;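 further: 0% = wells without compound plus tracer and 100% = blocker peptide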
Mcl1 Noxa PPI: Mcl-1/Noxa binding inhibitors, primary screen, biochemical, TR-FRET, 1536-well | 1.5% of 220,000 active | inhibition, % at 21.7 µM | TR-FRET Mcl-1/Noxa peptide binding, 2 h | Induced myeloid leukemia cell differentiation protein Mcl-1 (Homo sapiens), Q07820;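 active means compounds that cut the protein-peptide binding signal by more than 50% relative to plate controls in a single-dose test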;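 further: His-tagged Mcl-1 with rhodamine Noxa BH3 peptide and terbium anti-His antibody; 0% = Mcl-1 plus Noxa peptide wells and 100% = peptide-only wells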
Mcl1-Bid inh: Mcl-1/Bid binding inhibitors, primary screen, biochemical, TR-FRET, 1536-well; inhibition, % at 21.7 µM; 0.97% of 220,000 active; Induced myeloid leukemia cell differentiation protein Mcl-1 (Homo sapiens), Q07820; TR-FRET Mcl-1/Bid-Dy647 peptide binding;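 active means compounds that cut the binding signal by more than half at the single screening dose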;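 further: His-tagged Mcl-1 with europium anti-His antibody binding Bid BH3 peptide; 0% = Mcl-1 plus peptide wells and 100% = peptide-only wells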
Bcl-2 Bim block: inhibitors of Bim-Bcl-2 binding, primary screen, biochemical, multiplexed, human Bcl-2 family. Bead-based flow cytometry, Bim peptide-Bcl-2 binding. inhibition, % at 10 µM. 0.06% of 190,000 active; in the data active means inhibition above about 40%; inconclusive means no clear call, values can overlap the other calls;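 further: 0% = no compound wells with probe peptide and 100% = reference peptide inhibitor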
Bim-Bcl-W: inhibitors of Bim binding to Bcl-W, primary screen, biochemical, multiplexed, bead-based flow cytometry; Bcl-2-like protein 2 (Homo sapiens), Q92843; AID 952, 2007; inhibition, % at 10 µM; Bim peptide-Bcl-W binding; 0.02% of 190,000 active;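 further: 0% = bound tracer without compound and 100% = peptide blocker; higher means less fluorescent Bim peptide bound to Bcl-W beads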
The depositor's hits bear a star; ? = inconclusive; . = not tested or not shown; & = joins results of further samples; [ ] = dose if it differs, or a comment. Unless noted, no stated cut-off is given here; in the data, active means inhibition above about 40%.

SMILES	RGS7-Gao reg	RGS8-Gao reg	Bim-Mcl-1	Bim-Bcl-XL	Bim-Bcl-B	RGS4-Gao reg	Bim-Bfl-1	Mcl1 Noxa PPI	Mcl1-Bid inh	Bcl-2 Bim block	Bim-Bcl-W
O=C(NCc1ccco1)C1CCN(C(=O)c2cc3sccc3n2Cc2ccc(Cl)cc2)CC1	106	105	-1	-2	-8	109	-11	-3	-28	-11	-2
Nc1nc(CN2CCN(c3ccccc3F)CC2)nc(Nc2ccc3c(c2)OCCO3)n1	99	100	0	-2	-1	101	0	8	-14	0	-2
Cc1ccc(CNC(=O)CCC2CCCN(C(=O)c3ccc4c(c3)OCO4)C2)o1 (centres undefined)	98	99	-4	-2	-9	99	-6	10	-20	2	0
Cc1ccccc1-n1nnnc1SCC(=O)c1c(N)n(C)c(=O)n(C)c1=O	?	101	.	.	.	102	.	54*	-40	.	.
CC(/C=N/NC(=O)Cn1cnc2c1c(=O)n(C)c(=O)n2C)=C\c1ccccc1	96	103	-2	-5	-8	99	1	2	0	0	-2
COCCn1c(SCc2nc3scc(-c4ccc(Cl)cc4)c3c(=O)[nH]2)nnc1-c1cccc(C)c1	102	99	-4	-5	-3	98	-4	-17	-13	-2	-4
CC(C)(C)NC(=O)C(=O)NNC(=O)c1cccc(F)c1	105	101	-5	-6	-3	100	0	-2	-15	-6	-4
Nn1c(Cc2ccccc2F)nnc1SCC(=O)Nc1cccc(S(=O)(=O)NC2=NCCCCC2)c1	100	102	2	0	-1	107	0	13	-24	2	0
CCOC(=O)c1ccc2c(c1)N(CC(=O)N1CCCCC1)C(=O)C(C)(C)O2	99	101	-2	-7	-5	99	-4	1	-31	-14	-4
COc1cccc(Cn2c(-c3nonc3N)nc3ccccc32)c1	98	98	4	-7	-5	96	-13	1	-22	-4	6
CCCCn1c(N)c(N(CCOC)C(=O)CCc2ccc(OC)cc2)c(=O)[nH]c1=O	99	99	-7	-6	-4	100	-2	2	-21	-5	-3
COC(=O)c1ccc(NC(=O)c2ccccc2CC[N+](=O)[O-])cc1	93	98	3	-2	-1	95	-4	-19	-4	-4	0
Cc1ccc2c(c1)cc(CN(Cc1ccco1)C(=O)COc1ccccc1)c1nnnn12	159*[activator]	99	0	-2	1	126	-4	14	-11	1	0
O=C(Nc1ccc(F)cc1F)Nc1ccccc1C(=O)NCCN1CCNC1=O	?	98	.	.	.	102	.	18	-3	.	.
CC(C)CNC(=O)NC(=O)COC(=O)COc1ccc(Cl)cc1Cl	?	103	.	.	.	107	.	5	-5	.	.
CCOC(=O)CSc1nc2c(cnn2-c2ccc(C)cc2)c(=O)[nH]1	100	99	0	0	-2	97	3	7	4	-2	-5
COCCNC(=O)CN(c1cc(Cl)ccc1OC)S(C)(=O)=O	89	94	1	2	4	92	4	7	-22	2	2
CCOC(=O)CCc1c(C)c2ccc(OCC(=O)N(CC)CC)c(C)c2oc1=O	100	103	0	-3	1	101	-2	-8	9	0	3
CCN(Cc1ccccc1)S(=O)(=O)c1nc2nc(C)c(C)c(C)n2n1	120	121	-2	0	-7	118	-12	17	7	-7	0
CCC(=O)Nc1ccc(/C(C)=N/NC(=O)c2c(-c3ccccc3Cl)noc2C)cc1	97	100	-2	-2	-6	99	0	6	-2	0	-3
OC1CCCN(c2c3c(nc4cc(-c5cccc(F)c5)nn24)CCCC3)C1 (centres undefined)	98	101	-5	0	1	101	-3	7	-9	-1	3
CC(C(=O)O)c1ccc(-c2ccccc2)c(F)c1 (centres undefined)	102	103	-3	-2	0	103	-3	-27&14	-2&8	-2	-1
CCCOc1ccc(C(=O)Nc2ccc(S(=O)(=O)Nc3cc(C)nc(C)n3)cc2)cc1	?	95	.	.	.	94	.	6	-11	.	.
CCc1ccc(N(C(=O)c2csnn2)C(C(=O)NC(C)(C)C)c2cccnc2)cc1 (centres undefined)	102	98	0	-1	-3	100	-6	5	2	-1	0
CC(C)C(=O)Nc1cccc(C(=O)Nc2cc([N+](=O)[O-])ccc2Cl)c1	104	102	-1	-2	-4	101	-5	25	-6	-3	-2
COc1ccc(-c2csc3nc(-c4cccnc4)nc(N4CCC(C(N)=O)CC4)c23)cc1OC	109	97	-10	-1	-23	97	8	28	-6	0	0
O=c1c2c3c(sc2ncn1/N=C/c1ccncc1)CCCC3	100	98	-2	-3	-3	96	-3	5	-9	-2	0
CN1CCN(c2ccc(Cl)cc2NC(=O)/C=C/c2cccc(F)c2)CC1	?	102	-1	-1	-3	103	-4	44	-28	-4	-1
Cc1c(C(=O)NCc2cccnc2)sc2nc(-c3ccc(F)cc3)cn12	101	101	-6	-7	-9	99	-7	3	-26	-9	-7
CCCCCOc1ccc(C(=O)C(c2ccccc2)N2CCOCC2)cc1 (centres undefined)	103	107	-5	-3	0	106	0	23	16	-4	-2
Cc1cccc2cc(C#N)c(SCC#N)nc12	?	99	-1	-3	-6	98	-3	-11	-18	-1	-1
COc1ccc2c(c1)O[C@@H](c1cccc(C(F)(F)F)c1)[C@H](OC(=O)Nc1ccc(OC(F)F)cc1)C2=O	103	103	-4	-4	-3	101	-1	-1	1	0	-1
COC(=O)c1cccc(NC(=O)Cc2ccc(OC)cc2)c1C	101	99	0	-4	-9	99	-8	6	-18	-11	0
CN(C)CCCNc1cn[nH]c(=O)c1Cl	96	94	0	-3	-7	91	-13	-3	3	-7	0
CSc1sccc1/C=N/NC(=O)c1ccncc1	102	101	-3	-7	-9	102	-4	-10	-6	-2	-2
COc1cccc2c1OCC/C2=N\NC(=O)COc1ccc(C)cc1	105	106	-5	-6	-7	107	-3	3	-31	0	-5
COc1ccc(/C=N/NC(=O)c2cccc(NC(C)=O)c2)c(OC)c1	91	96	1	0	2	98	-3	12	-8	0	0
CCn1c(C2CC(=O)N(Cc3ccccc3)C2)nc2ccccc21 (centres undefined)	100	101	0	-5	-7	101	-10	-9	-11	-6	0
COc1cccc(C(=O)Nc2ccc(NC(=O)c3ccco3)nc2)c1	107	104	-4	-5	-1	104	-2	22	-1	-3	-7
O=C1ON=C(c2ccccc2)/C1=C\c1ccco1	?	90	.	.	.	98	.	25	-57	.	.
CC(C)c1ccc(CNc2ccc([N+](=O)[O-])cn2)cc1	106	99	0	0	1	92	-3	3	-7	-1	-1
Cc1cc(C)c2c(-n3cccc3)c(NC(=O)OC(C)C)sc2n1	98	101	-1	-4	0	96	-1	10	-16	-1	0
O=C(CN1CCOCC1)Nc1cc(Cl)ccc1Cl	99	101	0	-4	-5	102	-15	7	-33	-6	-3
COc1ccc(C(=O)C2CCCN(Cc3ccc4nonc4c3)C2)c(C)c1 (centres undefined)	?	101	.	.	.	96	.	1	-14	.	.
COC(=O)CSc1[nH]c2ccc(F)cc2c1[N+](=O)[O-]	?	100	.	.	.	103	.	4	-48	.	.
c1ccc2c(c1)NC1(CCCCC1)n1c-2nc2ccccc21	103	101	-1	-2	-4	102	-5	5	-38	-7	1
COc1ccc(/C=C(/C(=O)c2ccc(Cl)cc2Cl)n2cncn2)cc1	104	101	-4	-10	-10	100	-18	21	7	-12	-1
COc1ccc(-c2nn(-c3ccccc3)cc2/C=N/NS(=O)(=O)c2ccccc2)cc1	104	107	-5	-2	-7	105	-3	24	-53	-5	-3
CCc1cc2cccc(C)c2nc1SCC(=O)c1ccc(NC(C)=O)cc1	98	104	-5	-9	-12	104	-19	4	16	-16	0
CC(=O)Nc1ccc(NC(=O)C(C)Oc2ccc(Cl)cc2Cl)cc1 (centres undefined)	96	97	0	-4	-3	95	-7	6	-19	-3	-1
O=C(Cn1cnc2c(cnn2-c2ccccc2Cl)c1=O)N1CCc2ccccc21	102	100	3	0	-6	98	-13	-10	-33	-2	0
COc1ccc(-n2nc(C(=O)NCC(=O)NCc3ccccc3OC)c3ccccc3c2=O)c(OC)c1	106	102	-1	-3	-3	98	-6	17	-13	-6	0

Of the compounds above, ten contain fluorine.
SMILES	RGS7-Gao reg	RGS8-Gao reg	Bim-Mcl-1	Bim-Bcl-XL	Bim-Bcl-B	RGS4-Gao reg	Bim-Bfl-1	Mcl1 Noxa PPI	Mcl1-Bid inh	Bcl-2 Bim block	Bim-Bcl-W
Nc1nc(CN2CCN(c3ccccc3F)CC2)nc(Nc2ccc3c(c2)OCCO3)n1	99	100	0	-2	-1	101	0	8	-14	0	-2
CC(C)(C)NC(=O)C(=O)NNC(=O)c1cccc(F)c1	105	101	-5	-6	-3	100	0	-2	-15	-6	-4
Nn1c(Cc2ccccc2F)nnc1SCC(=O)Nc1cccc(S(=O)(=O)NC2=NCCCCC2)c1	100	102	2	0	-1	107	0	13	-24	2	0
O=C(Nc1ccc(F)cc1F)Nc1ccccc1C(=O)NCCN1CCNC1=O	?	98	.	.	.	102	.	18	-3	.	.
OC1CCCN(c2c3c(nc4cc(-c5cccc(F)c5)nn24)CCCC3)C1 (centres undefined)	98	101	-5	0	1	101	-3	7	-9	-1	3
CC(C(=O)O)c1ccc(-c2ccccc2)c(F)c1 (centres undefined)	102	103	-3	-2	0	103	-3	-27&14	-2&8	-2	-1
CN1CCN(c2ccc(Cl)cc2NC(=O)/C=C/c2cccc(F)c2)CC1	?	102	-1	-1	-3	103	-4	44	-28	-4	-1
Cc1c(C(=O)NCc2cccnc2)sc2nc(-c3ccc(F)cc3)cn12	101	101	-6	-7	-9	99	-7	3	-26	-9	-7
COc1ccc2c(c1)O[C@@H](c1cccc(C(F)(F)F)c1)[C@H](OC(=O)Nc1ccc(OC(F)F)cc1)C2=O	103	103	-4	-4	-3	101	-1	-1	1	0	-1
COC(=O)CSc1[nH]c2ccc(F)cc2c1[N+](=O)[O-]	?	100	.	.	.	103	.	4	-48	.	.
